Compound activity (PubChem)
Apoferritin bind: candidate novel general anesthetic via apoferritin binding; apoferritin/1-aminoanthracene competitive binding, fluorescence; Potency, µM (titrated, usually from 77.5 µM), for inactives: top-dose activity change, negative = displacement, actives largely listed as inhibitors; AID 485281; P02791; 350,000 tested, 0.074% active; note: potency is the fitted concentration of half-maximal effect; % is set by controls: 0 for no effect and ±100 for the full control effect; nearly all actives have a fitted effect of over 20% in size
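Horse-spleen apoferritin (10 uM) in 50% saturated 1-aminoanthracene in PBS was incubated 10 min at room temperature with compound. Fluorescence (ex 380, em 535 nm) was normalized to free and bound 1-AMA, with concentration-response fitted by a four-parameter Hill equation.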
POLB inh: DNA polymerase beta (human) inhibition; P06746; Pol beta primer extension/strand displacement, fluorescence kinetic; Potency, µM (highest dose often 114 µM), without a hit: at the highest dose activity change, negative = inhibition, most hits filed as inhibitors; 340,000 tested, 1.3% active; note: potency is the fitted concentration of half-maximal effect; % is set by controls: 0 for no effect and ±100 for the full control effect
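Pol beta (10 nM) was preincubated with compound for 15 min at room temperature. The reaction was then started with 50 nM substrate and read immediately and after a further 10 min at room temperature.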
ALOX12 inh: blocks human arachidonate 12S-lipoxygenase. Potency, µM (doses to about 108 µM), inactives show top-dose activity change, negative = inhibition, actives largely listed as inhibitors. P18054. purified 12hLO, xylenol orange hydroperoxide absorbance. 580,000 tested, 1.1% active; note: potency is the fitted concentration of half-maximal effect; % is set by controls: 0 for no effect and ±100 for the full control effect
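Purified human 12hLO at 150 nM in 25 mM Hepes, 0.01% Triton X-100, pH 7.0, preincubated 15 min at room temperature with compound. Reaction started with 40 uM arachidonic acid, 30 min at room temperature. Hydroperoxide measured by Fe-xylenol orange, 573/405 nm absorbance ratio.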
TRHR ag: TRH receptor (human) agonism; P34981; TRHR cells, calcium flux fluo-8, FDSS agonist mode; activation, % at 2 µM; 360,000 tested, 0.18% active; in the data active = activation above about 30%; note: 0% is about no effect
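Fluo-8-loaded TRHR cells; 10 s baseline, compound added, kinetic Ca2+ fluorescence read 1/s, agonist mode.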
APE1 inh: APE1 (human) endonuclease inhibition. P27695. recombinant APE1, TAMRA/BHQ-2 abasic DNA cleavage fluorescence. Potency, µM (doses to about 65.8 µM), for inactives: at the highest dose activity change, negative = inhibition, actives largely listed as inhibitors. 350,000 tested, 0.35% active. AID 2517;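 note: potency is the fitted concentration of half-maximal effect; plate controls were vehicle for no effect and reference inhibitor for full effect; nearly all actives have a fitted effect of over 55% in size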
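APE1 at 0.75 nM final was preincubated with compound 15 min at room temperature, then 50 nM double-stranded THF abasic-site substrate (5'-TAMRA/3'-BHQ-2) was added. Fluorescence (ex 525/em 598 nm) was read kinetically; third-minus-first read gave activity.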
BLM inh: Bloom syndrome helicase (human) inhibition; AID 2528; recombinant BLM DNA unwinding, fluorescence dequenching; 350,000 tested, 0.2% active; P54132; Potency, µM (titrated, usually from 56.1 µM), inactives show at the highest dose activity change, negative = inhibition, hits mostly inhibitors;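 note: potency is the fitted concentration of half-maximal effect; plate controls were vehicle for no effect and no enzyme for full effect; nearly all actives have a fitted effect of over 35% in size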
Target sequence (P54132 whole entry, looked up): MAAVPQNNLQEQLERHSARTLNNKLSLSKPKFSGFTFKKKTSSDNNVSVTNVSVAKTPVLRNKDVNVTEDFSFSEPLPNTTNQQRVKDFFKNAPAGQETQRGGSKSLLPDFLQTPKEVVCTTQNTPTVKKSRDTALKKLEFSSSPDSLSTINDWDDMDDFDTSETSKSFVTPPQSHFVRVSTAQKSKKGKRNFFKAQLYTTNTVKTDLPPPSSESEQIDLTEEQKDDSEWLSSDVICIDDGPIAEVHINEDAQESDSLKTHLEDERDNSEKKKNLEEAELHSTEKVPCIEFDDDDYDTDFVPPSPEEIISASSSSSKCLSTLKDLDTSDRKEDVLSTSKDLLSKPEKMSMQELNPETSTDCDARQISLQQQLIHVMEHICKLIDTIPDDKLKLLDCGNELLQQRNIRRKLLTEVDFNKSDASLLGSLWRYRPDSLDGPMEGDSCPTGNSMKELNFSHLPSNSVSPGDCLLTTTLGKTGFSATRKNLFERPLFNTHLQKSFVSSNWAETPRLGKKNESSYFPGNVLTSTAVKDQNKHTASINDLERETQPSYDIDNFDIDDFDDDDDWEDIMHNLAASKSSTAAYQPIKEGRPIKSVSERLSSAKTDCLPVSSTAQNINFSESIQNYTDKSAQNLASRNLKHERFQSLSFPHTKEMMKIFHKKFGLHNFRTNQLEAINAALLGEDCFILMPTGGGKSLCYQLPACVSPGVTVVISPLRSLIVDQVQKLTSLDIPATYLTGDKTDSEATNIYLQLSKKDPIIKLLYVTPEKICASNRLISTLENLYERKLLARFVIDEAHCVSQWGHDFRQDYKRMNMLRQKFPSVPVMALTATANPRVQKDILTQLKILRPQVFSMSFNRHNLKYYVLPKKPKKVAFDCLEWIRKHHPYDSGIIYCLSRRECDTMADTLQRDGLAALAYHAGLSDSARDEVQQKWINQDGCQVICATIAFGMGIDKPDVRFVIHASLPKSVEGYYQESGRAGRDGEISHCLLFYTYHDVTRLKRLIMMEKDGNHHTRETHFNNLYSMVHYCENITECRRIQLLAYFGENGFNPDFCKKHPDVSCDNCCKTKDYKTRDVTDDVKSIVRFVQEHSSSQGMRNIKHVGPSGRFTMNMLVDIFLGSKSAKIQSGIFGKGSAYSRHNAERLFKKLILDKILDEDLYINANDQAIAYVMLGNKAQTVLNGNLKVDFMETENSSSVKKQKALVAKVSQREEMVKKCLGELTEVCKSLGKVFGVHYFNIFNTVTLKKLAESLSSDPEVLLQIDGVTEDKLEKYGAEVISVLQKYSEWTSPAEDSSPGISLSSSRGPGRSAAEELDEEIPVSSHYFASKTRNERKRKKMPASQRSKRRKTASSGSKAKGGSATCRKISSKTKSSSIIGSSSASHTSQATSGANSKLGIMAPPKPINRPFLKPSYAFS
ERG-DNA inh: ERG Ets/DNA interaction inhibition; P11308; fluorescence polarization, His-ERG Ets domain / labelled DNA; Potency, µM (doses to about 76.9 µM), for the others: at the highest dose FP activity, negative = inhibition, most hits filed as inhibitors; 370,000 tested, 0.028% active; active = well fitted inhibition curve with a large enough effect in the polarisation, with a control signal flat; inconclusive = small, poorly fitted or top-dose-only effect, or effect the other way, or a change in a side signal; inactive = no such curve, though single readings can be large or run the other way; the % refers to the polarisation;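 note: polarization taken with two DNA probes labelled with fluorescein and Texas red; potency is the fitted concentration of half-maximal effect; % of control where 0% means no effect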
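His-tagged ERG Ets domain (1 uM in the protein solution; 300mM KCl, 50mM Tris-HCl, 1mM EDTA, 1mM DTT, pH 7.5) received compound, then a probe mix of 5 nM fluorescein-DNA and 100nM Texas-615-DNA. Fluorescence polarization was read for both dyes.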
POLK inh: inhibitors of human DNA polymerase kappa; purified Pol kappa, fluorescent DNA synthesis assay, 10 min; Potency, µM (top dose mostly 107 µM), without a hit: top-dose activity, negative = inhibition, actives largely listed as inhibitors; 400,000 tested, 0.53% active; AID 588579; note: potency is the fitted concentration of half-maximal effect; % is set by controls: 0 for no effect and ±100 for the full control effect
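Pol kappa 10 nM + cpd, 15 min RT; start w/ substrate 50 nM final; fluorescence kinetic read, 0 and 10 min. Neg ctrl: buffer, no enzyme.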
POLI inh: inhibitors of human DNA polymerase iota; Q9UNA4; Pol iota fluorescent replication assay, 10 min; AID 588590; Potency, µM (top dose mostly 115 µM), inactives show at the top dose activity, negative = inhibition, actives largely listed as inhibitors; 390,000 tested, 1% active; note: potency is the fitted concentration of half-maximal effect
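Fluorescent replication assay read twice, at 0 min and 10 min after adding 50 nM (final) substrate. Enzyme (10 nM) and compounds were first incubated 15 min at room temperature; enzyme-free buffer wells were negative controls.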
The depositor's hits bear a star; ? = inconclusive; . = not tested or not shown; & = joins results of further samples; [ ] = remark or other dose. Unless noted, calls come from the whole dose curve; as a rule, active = well fitted curve in the direction sought with a large enough effect; inconclusive = small, poorly fitted or top-dose-only effect, or another doubt; inactive = no such curve, though single readings can be large; an effect the other way counts as inactive or inconclusive. The list is partial, so the mix of outcomes need not match the whole.

mol	Apoferritin bind	POLB inh	ALOX12 inh	TRHR ag	APE1 inh	BLM inh	ERG-DNA inh	POLK inh	POLI inh
Cn1c(SCC(=O)c2ccccc2)nnc1-c1ccccn1	-7%	2%	0%	0.1	1%	-2%	-3%	2%	-9%
CCOC(=O)COc1ccc(F)cc1C(=O)c1ccn2nc(-c3ccc(Cl)cc3)cc2n1	8%	36%	0%	0.0	.	-1%	3%	-1%	-2%
Cc1ccc(C(=O)CSc2nnc(C)s2)cc1	9%	17%	-10%	0.0	1%	2%	5%	-2%	0%
COc1cccc(OCc2nnc(SCC(=O)NCc3ccco3)n2CCc2ccccc2)c1	?	22µM*	-22%	0.8	?	-18%	-13%	?	?
CCc1c(C)nc2ncnn2c1N1CCC(C(=O)NCc2cccs2)CC1	-2%	1%	0%	-0.6	3%	-2%	3%	4%	21%
O=C(NCc1ccccc1)Nc1cccn(Cc2ccc(F)cc2)c1=O	?	-13%	-13%	-0.4	3%	0%	-1%	-16%	17%
COc1ccc(C(CC(=O)NCc2ccccc2)Sc2n[nH]c(-c3ccccc3)n2)cc1 (centres undefined)	0%	-1%	6%	0.2	-4%	0%	-8%	16%	1%
COc1ccc(CCNC(=O)C2CCCN(S(C)(=O)=O)C2)cc1OC (centres undefined)	27%	2%	9%	0.0	10%	3%	.	-8%	-5%
COc1ccc(Cl)cc1S(=O)(=O)N1CCCC(C(=O)NCCc2ccccc2)C1 (centres undefined)	4%	-5%	3%	-0.9	48%[activator]	-3%	-4%	-13%	18%
CCOC(=O)C1=NN(c2ccc(F)cc2)C2=NC(C)=C(C(=O)OC)C(c3cccs3)N12 (centres undefined)	.	.	0%	.	.	.	0%	-21%	0%
COC(=O)CSC1=C(C#N)C(c2ccccc2OC)C(C(=O)OC)C(=O)N1 (centres undefined)	-11%	5%	-23%	0.1	-5%	-4%	3%	-21%	-2%
Cc1c(C(=O)N2CCCCC2)sc(NC(=O)C(C)C)c1C#N	-9%	24%	14%	0.3	0%	-1%	.	-1%	1%
CNC(=O)C1C2C=CC3(O2)C1C(=O)N(C1CC1)C3C(=O)NCc1ccc(OC)cc1 (centres undefined)	1%	0%	6%	0.4	1%	0%	3%	-12%	-5%
COc1ccc(C=NCC2COc3ccccc3O2)cc1OC (centres undefined)	-13%	-13%	9%[57.4 µM]	-0.7	13%	3%	-5%	-4%	21%
CCc1ccc(NC(=O)C2CCN(S(=O)(=O)c3c(C)noc3/C=C/N(C)C)CC2)cc1	-20%	13%	?	0.1	-9%	-7%	-1%	-12%	-9%
COc1ccc(S(=O)(=O)N2CCC(C(=O)N3CCCCC3)CC2)cc1	6%	30%	1%	0.0	-15%	-1%	-2%	-6%	139%[activator]
Cc1ccc(NC(=O)c2nc[nH]c2C(=O)N2CCC(C)CC2)cc1	3%	-13%	-19%	0.6	0%	-2%	10%	19%	12%
CCC(C(=O)N1CCN(S(=O)(=O)c2sc(C(=O)O)c(C)c2C(=O)O)CC1)c1ccccc1 (centres undefined)	.	.	?	0.5	-7%	.	8%	0%	-21%
CCOc1c(OC)cc(C2C(C#N)=C(N)Oc3n[nH]c(-c4ccncc4)c32)cc1OC (centres undefined)	-7%	59%	315%[activator]	0.3	9%	-3%	-5%	-6%	6%
O=C(COC(=O)/C=C/c1ccccc1)Nc1ccccc1Br	-5%	-29%	1%	-0.2	0%	-4%	9%	-5%	50%[activator]
COC(=O)c1ccc(Sc2ccc(Cl)cc2)c(N)c1	?	14%	-2%	0.7	-4%	-8%	-11%	-15%	6%
CCn1c(C(=O)N2CCC(C(=O)N3CCN(c4ccc(OC)cc4)CC3)CC2)cc2sccc21	-14%	2%	7%	-0.2	.	-1%	6%	-5%	4%
CC(=O)N1CCN(CC(=O)Nc2sccc2C#N)CC1	-1%	27%	12%	1.0	4%	-8%	5%	-6%	-18%
CCOc1ccc(NC(=O)CSc2nc3[nH]ncc3c(=O)n2-c2ccccc2OC)cc1	7%	22%	32%[activator]	-0.8	2%	2%	5%	-5%	4%
CC1CN(C(=O)C2CCCC2)C(C)CN1C(=O)C1CCCC1 (centres undefined)	-3%	16%	1%	0.2	-1%	-2%	2%	-1%	29%
CCC12CN3CC(CC)(CN(C1)C31C(=O)N(C)c3ccc(C)cc31)C2=O (centres undefined)	-2%	?	-11%	0.9	-3%	1%	-15%	-15%	10%
COc1cc(/C=C2\SC(=S)N(N3CCOCC3)C2=O)cc(OC)c1OC	?	5%	-14%	1.5	7%	4%	3%	-1%	14%
COc1ccc(C(=O)c2ccc(OC)c(OC)c2)cc1OC	-15%	18%	-6%	-0.1	-3%	1%	-10%	-2%	7%
O=C(NNC(=S)Nc1ccccc1Cl)C1CC1	-4%	29%	-5%	1.1	-1%	6%	-6%	-17%	127%[activator]
COC(=O)C1=C(C(=O)OC)[C@@H]2Nc3ccccc3[C@@]23C[C@@H](C(=O)OC)N(C(=O)c2ccc(Br)cc2)C3=N1	3%	0%	.	-0.1	-5%[12.4 µM]	5%[12.4 µM]	-5%	-2%	8%
COc1ccc(S(=O)(=O)N(C)c2ccc(C(=O)Nc3cccnc3)cc2)cc1OC	-8%	22%	-7%	-0.6	36%	-3%	14%	0%	31%[activator]
O=C(CC(=O)c1ccccc1O)c1ccc(F)cc1	?	-12%	6%	1.3	-3%	-5%	-2%	-2%	-11%
CC(=O)N1c2ccc(S(=O)(=O)CCC(=O)O)cc2CC1C (centres undefined)	-5%	14%	-9%	.	3%	-7%	0%	-7%	8%
O=C(Nc1ccc(C(F)(F)F)cc1)C1CCN(c2cnccn2)CC1	-7%&-5%	-1%&35%	13%&-14%	0.0&-0.4	-1%	-2%&0%	-1%&4%	-12%&4%	105%&9%[activator]
Cc1ccc(/C=N/n2cnc3sc(C)c(C)c3c2=O)o1	?	1%	-6%	0.0	-1%	-1%	2%	-4%	60%[activator]
CC(C)=NN1C(c2nonc2N)=NOC1(C)C	-8%	-10%	177%[activator]	-0.1	-6%	0%	1%	-1%	57%[activator]
CC(=O)/C(=N/Nc1ccccc1[N+](=O)[O-])N1CCCc2ccccc21	-18%	1%	?	-0.5	0%	-9%	1%	-1%	54%[activator]
Cc1cc(OC(=O)c2cccc(Cl)c2)c([N+](=O)[O-])c(=O)[nH]1	2%	-1%	-15%	0.1	-6%	2%	28%	-6%	-69%
CC(C)=CC(=O)N1CCCC(N2CCN(c3ccccc3C)CC2)C1 (centres undefined)	-6%	19%	10%	0.1	3%	2%	-5%	-2%	28%
CCOc1ccc(N2CC(C(=O)Nc3cccc(C)c3C)CC2=O)cc1 (centres undefined)	-7%	11%	0%	-0.7	1%	-1%	8%	-5%	31%[activator]

Full records as entered above:
CCn1c(C(=O)N2CCC(C(=O)N3CCN(c4ccc(OC)cc4)CC3)CC2)cc2sccc21 is listed with Apoferritin bind: -14%; POLB inh: 2%; ALOX12 inh: 7%; TRHR ag: -0.2; APE1 inh: .; BLM inh: -1%; ERG-DNA inh: 6%; POLK inh: -5%; POLI inh: 4%
CC(C)=CC(=O)N1CCCC(N2CCN(c3ccccc3C)CC2)C1 (centres undefined) is listed with Apoferritin bind: -6%; POLB inh: 19%; ALOX12 inh: 10%; TRHR ag: 0.1; APE1 inh: 3%; BLM inh: 2%; ERG-DNA inh: -5%; POLK inh: -2%; POLI inh: 28%

Going on with the list:
mol	Apoferritin bind	POLB inh	ALOX12 inh	TRHR ag	APE1 inh	BLM inh	ERG-DNA inh	POLK inh	POLI inh
Cc1cc(C)c(S(=O)(=O)N2CCC(C(=O)NCc3ccco3)CC2)c(C)c1	-15%	0%	0%	-0.5	3%	1%	1%	1%	2%
O=C(CN1CCSc2ccccc21)N1CCN(c2ccccc2)CC1	66%[activator]	2%	?	-1.6	.	0%	0%	-13%[60.1 µM]	6%
CC12CCC(=O)C=C1CCC1C2C(O)CC2(C)C1CCC21OCC1=O (centres undefined)	.	.	8%	.	.	.	-4%	1%	54%[activator]
Cn1c(=O)c(C(=O)NNC(=O)c2cccc(Cl)c2)c(O)c2ccccc21	-6%	3%	-10%	0.4	41%[12.4 µM]	-7%	-9%	5%	24%
COc1cccc(/C=N/n2nnnc2N)c1	-2%	11%	4%	-1.2	-4%	3%	-5%	-1%	-7%
O=C(O)c1ccc(F)c(S(=O)(=O)Nc2ccccc2)c1	-8%	-6%	0%	0.2	-1%	2%	-1%	-9%	-2%
CCNC(=S)N1CCC(C(=O)c2ccc3c(c2)OCCO3)CC1	-13%	26%	-2%	-0.4	3%	-2%	-6%	2%	35%[activator]
CC1=C(C(=O)OCc2ccccc2)C(c2ccc(-c3ccccc3)cc2)NC(=O)N1CCCCCC(=O)O (centres undefined)	-18%	?	?	0.5	-1%	-10%	1%	-2%	?
NC(=O)c1cnn(-c2ccc3ccccc3c2)c1N	-14%	-1%	-15%	0.2	-2%	2%	4%	-5%	173%[activator]
COc1ccc(CCCc2nnc(SCC(=O)Nc3ccc(F)cc3)o2)cc1C	-13%	3%	?	-0.7	.	-2%	11%	-5%	9%
CCNC(=O)COC(=O)CCC(=O)c1ccc(F)cc1	-6%	-3%	0%	-0.5	6%	2%	4%	12%	11%
Cc1nn(Cc2ccc(F)cc2)c(C)c1NC(=O)c1cc(-c2ccc3c(c2)OCO3)on1	-8%	40%	-23%	1.0	0%	-8%	0%	-14%	14%
CN(Cc1ccccc1)S(=O)(=O)c1ccc2c(c1)NC(=O)CC(=O)N2	13%	-1%	10%	0.0	5%	5%	-4%	-12%	10%
CC(C)(C)S(=O)(=O)/C(C#N)=C/Nc1ccccn1	-4%	1%	373%[activator]	-0.8	-4%	2%	-3%	-11%	-2%
